# 697 NFkB inh – inhibitors of PMA/ionomycin-induced NF-kB reporter, 697 cells, primary screen, B-cell NF-kB inhibitor project, cell-based, luminescence, uHTS. 697 B-cell NF-kB luciferase reporter, 16 h. inhibition, % at 4 µM. 330,000 compounds, 0.33% hits. AID 435022, 2010; in the data active means inhibition above about 35%
# SENP7 block – SENP7 protease inhibitors, primary screen, biochemical, luminescence, uHTS; 330,000 compounds, 1.5% hits; recombinant SENP7, Z-RLRGG-aminoluciferin luminescence, 40 min; AID 434973, 2010; Sentrin-specific protease 7 (Homo sapiens), Q9BQF6; inhibition, % at 5 µM;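 active means inhibition above about 50% at the single test dose, limit read from the data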;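 further: plate controls were DMSO with enzyme for no effect and no enzyme buffer wells for full effect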
# Target sequence (Q9BQF6 706-1050 limits assumed): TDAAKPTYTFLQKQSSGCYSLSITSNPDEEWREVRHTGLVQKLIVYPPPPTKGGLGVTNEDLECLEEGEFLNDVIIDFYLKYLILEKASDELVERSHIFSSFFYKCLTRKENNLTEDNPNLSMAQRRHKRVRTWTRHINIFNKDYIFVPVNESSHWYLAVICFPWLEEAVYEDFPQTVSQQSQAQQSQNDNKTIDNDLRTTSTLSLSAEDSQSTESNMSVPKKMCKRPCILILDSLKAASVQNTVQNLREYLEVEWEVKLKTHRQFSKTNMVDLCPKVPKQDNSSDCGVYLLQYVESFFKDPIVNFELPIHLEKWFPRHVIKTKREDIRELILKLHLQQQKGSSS
# Gli-Sufu antag – Gli-Sufu pathway antagonists, primary screen, luciferase luminescence, Sufu-KO-LIGHT cells, uHTS | Sufu-KO-LIGHT fibroblasts, Gli luciferase reporter luminescence | 340,000 compounds, 0.74% hits | inhibition, % at 5 µM | AID 588413, 2011;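 active means inhibition above about 55%, limit read from the data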;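 further: 0% = DMSO-treated cells and 100% = wells with medium but no cells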
# UBC13 polyUb – UBC13 polyubiquitin chain formation inhibitors, primary screen, biochemical, TR-FRET, uHTS; 330,000 compounds, 0.47% hits; Ubiquitin-conjugating enzyme E2 N (Homo sapiens), P61088; inhibition, % at 20 µM; in the data active means inhibition above about 45%, passing the limit was not always enough
# Target sequence (P61088 whole entry, looked up): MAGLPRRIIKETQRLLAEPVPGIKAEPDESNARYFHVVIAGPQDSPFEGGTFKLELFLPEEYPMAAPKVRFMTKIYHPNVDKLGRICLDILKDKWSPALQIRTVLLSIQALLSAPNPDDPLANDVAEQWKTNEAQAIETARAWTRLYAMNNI
# Jurkat NFkB inh – inhibitors of induced NF-kB luciferase reporter, primary screen, TCR NF-kB activation inhibitor project, cell-based, luminescence, uHTS; AID 435003, 2010; inhibition, % at 4 µM; 330,000 compounds, 0.53% hits; Jurkat, PMA/ionomycin-induced NF-kB luciferase reporter
# HKDC1 inhibitor – HKDC1 hexokinase inhibitors, primary screen, biochemical, fluorescence, uHTS; Q2TB90; recombinant HKDC1, G6PDH/diaphorase resazurin coupled fluorescence; inhibition, % at 20 µM; 340,000 compounds, 0.16% hits;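 active means inhibition above about 35% when tested at 20 µM, limit read from the data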;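 further: plate controls were DMSO wells with enzyme for no effect and DMSO wells lacking enzyme for full effect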
#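 Material: recombinant HKDC1 hexokinase; Amount: HKDC1 at 5 µg/mL; Medium: Tris pH 8.0 buffer with MgCl2, Tween-20, BSA, BME; Schedule: 90 min reaction incubation at room temperature, dark; Technique: coupled resazurin fluorescence, excitation 525 nm, emission 613 nm.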
# Apaf1 inhib – inhibitors of human Apaf-1 apoptosome, primary screen, biochemical, DEVD-Rh110 fluorescence, uHTS; Apoptotic protease-activating factor 1 (Homo sapiens), O14727; reconstituted apoptosome caspase-3 activity; inhibition, % at 20 µM; 330,000 compounds, 0.71% hits; AID 489030, 2010; active means inhibition of at least 40% at 20 µM;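 further: plate controls were DMSO wells for no effect and DEVD-CHO caspase inhibitor wells for full effect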
#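 Assay system – apoptosome proteins · Medium – Hepes buffer, pH 7.5 · Also added – cytochrome c with DEVD-Rh110 · Timing – 30 min compound preincubation, 50 min activation, room temperature · Detection – Rh110 fluorescence, excitation 480 nm, emission 540 nm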
# SENP8 block – SENP8 protease inhibitors, primary screen, biochemical, luminescence; Sentrin-specific protease 8 (Homo sapiens), Q96LD8; purified SENP8, Z-RLRGG-aminoluciferin cleavage; inhibition, % at 10 µM; AID 2540, 2010; 330,000 compounds, 1.2% hits
# Target sequence (Q96LD8 whole entry, looked up): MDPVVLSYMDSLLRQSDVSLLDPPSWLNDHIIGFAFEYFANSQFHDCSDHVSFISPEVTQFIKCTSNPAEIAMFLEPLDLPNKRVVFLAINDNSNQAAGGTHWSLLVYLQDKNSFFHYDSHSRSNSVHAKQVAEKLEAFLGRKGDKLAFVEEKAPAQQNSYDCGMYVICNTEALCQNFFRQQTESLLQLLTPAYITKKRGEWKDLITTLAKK
# * hit, by the source's call; i = inactive; . = not tested or not shown. Unless noted, no stated cut-off is given here; in the data, active means inhibition above about 50%; inactive means the rest.
SMILES,Jurkat NFkB inh,Apaf1 inhib,HKDC1 inhibitor,SENP8 block,Gli-Sufu antag,UBC13 polyUb,SENP7 block,697 NFkB inh
CCOc1ccc(N2C(=O)c3cccnc3C2Nc2ccc(Cl)cc2)cc1 (stereo not given),11,3,-5,-1,5,3,1,17
CCCCNC(=O)CN(Cc1ccco1)S(=O)(=O)c1ccc(C(C)=O)cc1,-10,-1,1,-3,.,3,1,-5
COC(=O)C(C(=O)OC)C(c1ccccc1)C(C(=O)c1ccccc1)[N+](=O)[O-] (stereo not given),9,7,6,-13,10,-14,-2,-12
CN(C)C(=O)c1c(-c2ccccc2)oc2ccc(O)cc12,-6,-20,-8,0,2,3,3,-1
CC(C)(C)NC(=S)NC(=O)C12CC3CCC(CC(C3)C1)C2,-3,6,-2,-4,4,4,-1,-20
COc1cccc(CN(C)CC(=O)Nc2cc3oc4ccccc4c3cc2OC)c1,-6,8,9,0,7,0,0,32
Cn1c(=O)c2c(nc(/C=C/c3cccc(Cl)c3)n2C)n(C)c1=O,-8,-1,-9,0,3,24,-4,11
Cc1c(CNCCC2=CCCCC2)c(C(=O)O)c(C)n1Cc1ccccc1,11,-8,-4,-2,13,-4,-5,18
COc1ccc(C(=O)NCc2ccc(C(=O)O)o2)cc1,-7,-14,0,5,-13,-4,8,-1
COc1cccc(N2C(=O)C3C(C2=O)C3(c2ccccc2)c2ccccc2)c1 (stereo not given),-7,-3,0,3,-2,3,4,2
Cc1ccccc1OCc1nnc2c3cnn(C)c3ncn12,-18,5,-3,3,-48,-7,8,-65
COc1ccccc1CNC(=O)C1Cc2cc(S(=O)(=O)N3CCCCC3)ccc2N1C(C)=O (stereo not given),-12,8,2,-8,19,-7,-13,-3
O=C(Nc1ccc(Oc2ccccc2)cc1)C1CCCO1 (stereo not given),-32,-3,-3,-11,-44,4,5,-75
Cc1sc2ncn(CC(=O)NCCN3CCOCC3)c(=O)c2c1S(=O)(=O)N1CCC(C)CC1,7,-11,-3,2,4,1,9,12
O=C(/C=C/c1ccc(F)cc1)NCc1ccco1,-6,-8,-6,-5,-29,3,0,-12
CCCCCOc1ccc(Cl)cc1CN1CCOCC1,-25,9,-2,-4,6,4,8,-33
Cc1c(NC(=O)OCCNC(=O)Nc2ccccc2)sc(=S)n1C,-1,5,-10,-4,-5,1,2,8
CN(CC(=O)Nc1ccccc1C(F)(F)F)C(=O)c1ccccc1Sc1ccccc1C#N,7,5,0,0,-3,-1,-12,-6
NC(=O)[C@@H]1CCCCNc2c(F)cc([N+](=O)[O-])cc2C(=O)N[C@@H](CCCN=C(N)N)C(=O)NCC(=O)N1,-7,-2,2,-10,-7,24,3,4
NC(=O)C1CCN(CCS(=O)(=O)c2ccc(Cl)cc2)CC1,1,-9,-4,4,9,4,-9,-3

SMILES,Jurkat NFkB inh,Apaf1 inhib,HKDC1 inhibitor,SENP8 block,Gli-Sufu antag,UBC13 polyUb,SENP7 block,697 NFkB inh
Cc1[nH]c2ccccc2c1SCC(=O)O,-11,5,-4,-2,0,1,5,-2
Cc1nn(-c2cccc(Cl)c2)c2nc(C(F)(F)F)[nH]c(=O)c12,14,9,-6,-3,3,8,0,15
COc1ccc(C)cc1-n1nnnc1SC(C)C(=O)NC1CCCC1 (stereo not given),7,0,-1,-9,-4,9,0,8
CSc1nnc(-c2cccn(Cc3cccc(Cl)c3)c2=O)o1,-5,-7,-3,0,6,24,6,16
CC(=O)Nc1ccc(C(=O)OCc2ccc(Cl)c(Cl)c2)cc1,3,6,-9,-14,-8,4,-8,-15
CCN=C1SC(C(=O)Nc2cccc(C)c2)CC(=O)N1CC (stereo not given),5,2,-5,3,-3,0,3,15
Cc1nnc(SCC(=O)NCc2ccc3c(c2)OCO3)n1C,-12,2,-9,-7,-4,2,3,-1
CC(C)CN(c1ccccc1)S(=O)(=O)c1nnc(NC(=O)C(C)C)s1,-3,6,-7,9,34,-2,-3,0
Cc1c(C(=O)NC2CCCc3ccccc32)cccc1[N+](=O)[O-] (stereo not given),-4,11,-9,-12,-25,-3,-8,-7
O=C(CSc1nnc(-c2ccccc2)c(-c2ccccc2)n1)NC1CCS(=O)(=O)C1 (stereo not given),-10,-1,-4,3,0,-6,9,3
COc1ccc(NC(=O)Nc2ccc3c(c2)N(C)C(=O)CS3)cc1Cl,-6,24,2,2,13,-3,4,-34
COc1cc(Cl)ccc1OCc1cc(C(=O)N(C)Cc2cn(C)nc2C)no1,8,-5,-3,11,-1,-7,1,10
COC(=O)c1c(-c2ccc(Br)cc2)noc1N,2,13,4,-5,-13,4,0,-15
CC(C)OC(=O)CSc1nnc(C2CCCCC2)n1N,4,12,-2,10,-4,6,4,6
COc1cccc(/C=N/NC(=O)CCn2nnc3ccccc32)c1,2,-70,13,-2,-1,9,-2,12
CCOC(=O)c1ccc(N=C2SC(C(=O)NC)CC(=O)N2Cc2ccc(F)cc2)cc1 (stereo not given),-12,12,-7,-12,8,-10,-1,3
Cc1ccc(NC(NC(=O)c2cccnc2)C(Cl)(Cl)Cl)cc1 (stereo not given),-5,7,-2,0,0,6,5,-19
CC1(C)CC(=O)C(C=NCCC2=CCCCC2)=C(O)C1,7,-6,-7,2,-3,1,5,-7
CCCc1cc(N2CCN(c3ccccn3)CC2)n2nc(C)c(-c3ccccc3)c2n1,-1,17,6,-2,10,31,-2,8
COc1ccc(CCNC(=O)C2CCCN2C(=O)Nc2cccc(C(C)=O)c2)cc1OC (stereo not given),8,-7,-7,2,-12,4,2,19

# An excerpt of these results, with values under each structure.
# Sequence of screens – Jurkat NFkB inh | Apaf1 inhib | HKDC1 inhibitor | SENP8 block | Gli-Sufu antag | UBC13 polyUb | SENP7 block | 697 NFkB inh
- CC1(C)CC(=O)C(C=NCCC2=CCCCC2)=C(O)C1
    7 | -6 | -7 | 2 | -3 | 1 | 5 | -7
- CCCc1cc(N2CCN(c3ccccn3)CC2)n2nc(C)c(-c3ccccc3)c2n1
    -1 | 17 | 6 | -2 | 10 | 31 | -2 | 8
- COc1ccc(CCNC(=O)C2CCCN2C(=O)Nc2cccc(C(C)=O)c2)cc1OC (stereo not given)
    8 | -7 | -7 | 2 | -12 | 4 | 2 | 19

# Continued.
SMILES,Jurkat NFkB inh,Apaf1 inhib,HKDC1 inhibitor,SENP8 block,Gli-Sufu antag,UBC13 polyUb,SENP7 block,697 NFkB inh
C=CCOc1ccccc1/C=N/NC(=O)Cc1ccccc1,2,-6,-2,1,-6,1,-4,1
O=C(NC(C(=O)N/N=C/c1cccnc1)c1n[nH]c(=O)c2ccccc12)c1ccccc1 (stereo not given),-6,-1,-3,0,3,-10,-5,7
CN(CC(=O)Nc1ccccc1Cl)C(=O)COC(=O)c1nc(Cl)ccc1Cl,-1,-4,0,-6,-14,3,4,12
O=[N+]([O-])c1cccnc1-n1cnc2ccccc21,2,2,8,-1,-3,1,3,4
Clc1ccc(-c2n[nH]c3c2CCC3)cc1Cl,-17,23,2,-19,3,4,-8,-19
CCN(C(=O)CSc1ccc2ccccc2n1)C1CCCCC1,-8,12,4,-15,1,29,-8,1
CC(C)(C)N/N=C1\CC(c2ccccc2)Oc2ccccc21 (stereo not given),-1,11,7,-12,-2,12,-1,-6
Cc1c(C(=O)OCC(=O)N2CCN(c3ccccc3)CC2)oc2ccccc12,3,24,-4,-15,1,-1,-14,-10
CCOc1ccc(CCNC(=O)c2ccc3c(=O)[nH]c4c(C(=O)NC(C)C)sc(=S)n4c3c2)cc1,-1,i,41*,0,-1,6,4,24
COc1ccccc1C(=O)NC(=O)COC(=O)CNC(=O)c1ccccc1F,-17,11,-9,-13,0,-4,-13,2
O=C(c1cc(-c2ccco2)nc2ccccc12)N(Cc1nnc(-c2ccc(Cl)cc2)o1)C1CC1,8,7,10,-5,-2,10,1,3
Cc1cc(C(=O)CN2C(=O)NC3(CCCCCC3)C2=O)c(C)n1C,-12,1,-5,2,-28,2,1,-9
Cc1c(C)c2c(OCC(=O)NCc3ccco3)cc3c(c2oc1=O)CCC(C)(C)O3,4,5,8,-11,-4,7,10,-22
COc1ccc(C)cc1NC(=O)CN(C)S(=O)(=O)c1ccc2c(c1)c(=O)n(C)c(=O)n2C,6,3,-1,2,-6,11,7,4
CC(C)[C@@H](C(=O)NCc1ccco1)N1C(=O)N2CCc3c([nH]c4ccccc34)[C@@]2(C)C1=O,-10,12,-2,-11,14,-2,-14,1
CCn1nc(NC(=O)c2ccncc2)c2cc3ccc(C)cc3nc21,6,-15,7,-11,-6,3,9,17
CCCS(=O)(=O)N1CCN(C(=O)COc2ccc(-c3ccccc3)cc2)CC1,16,8,-2,0,3,-2,7,12
CCN1CCN(C(=O)c2ccc(C)c(S(=O)(=O)Nc3cccc(C)c3)c2)CC1,2,-8,-6,-8,12,-10,4,-23
Cc1cc(NC(=O)CSCC(=O)OCC(=O)Nc2cc(C)c(C)cc2[N+](=O)[O-])no1,-2,8,0,9,-5,-9,-6,-1
CS(=O)(=O)NCc1nnc(SCC(=O)NC2CCCCC2)n1-c1ccc(F)cc1,2,-8,-6,-4,7,4,-6,1

SMILES,Jurkat NFkB inh,Apaf1 inhib,HKDC1 inhibitor,SENP8 block,Gli-Sufu antag,UBC13 polyUb,SENP7 block,697 NFkB inh
CCSc1nnc(NC(=O)CC)s1,-10,2,-3,3,-17,1,-5,0
O=C(/C=C/c1ccccc1Cl)OCC(=O)c1ccc[nH]1,5,11,-1,-2,-8,-1,-2,5
CC1(C)C(=O)OC(c2cccs2)C(C)(C)C1=O (stereo not given),-1,2,-2,3,6,0,0,19
Cc1ccc(/C=N/NC(=O)C[n+]2ccccc2)s1,1,-15,5,-8,1,-11,12,-14
COc1cc(Cn2nnc3ccccc32)cc(Br)c1O,8,-7,0,8,16,11,6,2
Cc1nnc(SCC(=O)N2CC(=O)Nc3ccccc32)n1C,-3,-3,-11,-6,-2,9,-6,1
CCOc1cc(C2C3=C(CCCC3=O)N(CCC(=O)O)C3=C2C(=O)CCC3)ccc1OS(=O)(=O)c1ccc(C)cc1,3,7,4,4,7,6,8,8
CCOC(=O)C1=C(C)N(CCCC(=O)O)C(=O)NC1c1ccccc1OS(=O)(=O)c1ccc(C)cc1 (stereo not given),-9,-4,-4,1,6,-12,-2,12
Nc1nc2c(s1)C(=O)CCC2,8,-3,-3,-5,-2,-12,2,-24
COc1cc2c(cc1OC)[C@@H]1Cc3cc4c(cc3[C@H](C2)N1C)OCO4,-6,-6,0,-1,10,0,2,14
COC(=O)c1c(NC(=O)CCCC(=O)O)sc2c1CCCCC2,-5,-8,-3,2,-5,-12,2,8
CN(Cc1ccc(F)cc1)C(=O)c1ccc(NC(=O)CC2SC(N3CCCC3)=NC2=O)cc1 (stereo not given),-11,0,-5,-9,-4,-8,-10,-18
CCOc1ccc(N(CC(=O)NCc2ccc(OC)cc2)S(=O)(=O)c2c(C)[nH]c(=O)[nH]c2=O)cc1,0,-1,-4,-16,-7,-5,-13,-2
OC[C@@H]1CCCN1Cc1nc(-c2cccs2)no1,12,5,-1,4,10,-1,4,9

# Compound profiles, from the list above.
# COc1ccc(C(=O)NCc2ccc(C(=O)O)o2)cc1 is listed with Jurkat NFkB inh = -7; Apaf1 inhib = -14; HKDC1 inhibitor = 0; SENP8 block = 5; Gli-Sufu antag = -13; UBC13 polyUb = -4; SENP7 block = 8; 697 NFkB inh = -1
# COC(=O)C(C(=O)OC)C(c1ccccc1)C(C(=O)c1ccccc1)[N+](=O)[O-] (stereo not given) is listed with Jurkat NFkB inh = 9; Apaf1 inhib = 7; HKDC1 inhibitor = 6; SENP8 block = -13; Gli-Sufu antag = 10; UBC13 polyUb = -14; SENP7 block = -2; 697 NFkB inh = -12
